Screening data from PubChem.
SMARCA2 act = increases SMARCA2 function in MMTV reporter cells; MG213 cells, MMTV-luciferase reporter, dexamethasone, overnight; activation, % at 9.1 µM; 370,000 compounds, 1% hits; in the data active means activation above about 7.8%;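 further: 0% = vehicle wells and 100% = reference activator wells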
DAX1 inh-1 = inhibitors of DAX1 repression of SF-1 activated StAR promoter; HEK293T StAR-luciferase reporter, SF-1/DAX-1 repression relief; AID 652010; inhibition, % at 6.8 µM; 370,000 compounds, 1.1% hits;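 active means inhibition above the mean over all tested compounds plus 3 SD, cut at about 3.6% in these data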;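 further: 0% = DAX-1 cells with DMSO and 100% = cells lacking DAX-1 with DMSO; higher inhibition means more luminescence from relief of DAX-1 repression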
DAX1 inh-2 = NR0B1 (DAX1) inhibition; 340,000 compounds, 0.99% hits; HEK293 Gal4-DAX1 luciferase reporter, luminescence; inhibition, % at 6.75 µM; AID 504766;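 active means inhibition above the mean over all tested compounds plus 3 SD, cut at about 4.2% in these data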;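 further: 0% = DAX1-transfected cells with DMSO and 100% = empty-vector control cells with DMSO; inhibition shows as a rise in luminescence from relieved DAX1 repression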
ADAM17 inh = inhibitors of human ADAM17 | inhibition, % at 6.95 µM | recombinant ADAM17, EDANS/DABCYL FRET peptide cleavage | P78536 | 370,000 compounds, 0.83% hits | AID 720648;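 active means inhibition above the mean of compounds lying between control limits plus 3 SD, set per campaign, cut at about 8.5% in these data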;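 further: 0% = DMSO-only wells as the low control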
Target sequence (P78536 215-824 limits assumed): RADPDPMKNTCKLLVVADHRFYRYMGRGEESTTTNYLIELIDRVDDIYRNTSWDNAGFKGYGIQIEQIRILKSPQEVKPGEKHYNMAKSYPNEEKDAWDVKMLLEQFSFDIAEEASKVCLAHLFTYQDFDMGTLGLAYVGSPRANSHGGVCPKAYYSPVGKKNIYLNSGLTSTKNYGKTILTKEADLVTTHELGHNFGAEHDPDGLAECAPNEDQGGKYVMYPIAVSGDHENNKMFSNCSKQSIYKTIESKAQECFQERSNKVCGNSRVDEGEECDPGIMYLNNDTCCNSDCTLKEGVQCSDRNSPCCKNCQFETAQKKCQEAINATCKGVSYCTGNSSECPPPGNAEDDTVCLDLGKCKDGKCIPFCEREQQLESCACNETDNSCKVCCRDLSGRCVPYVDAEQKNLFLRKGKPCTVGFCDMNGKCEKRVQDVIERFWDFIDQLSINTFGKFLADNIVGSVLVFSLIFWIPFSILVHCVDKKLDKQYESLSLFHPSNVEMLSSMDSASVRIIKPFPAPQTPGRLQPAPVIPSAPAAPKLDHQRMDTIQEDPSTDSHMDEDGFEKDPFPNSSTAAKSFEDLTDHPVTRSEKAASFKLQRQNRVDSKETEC
PLCg1 inh = inhibitors of human phospholipase C gamma1. purified PLC-gamma1, fluorogenic substrate, fluorescence. inhibition, % at 12.2 µM. 370,000 compounds, 0.84% hits. AID 720700; in the data active means inhibition above about 9.5%
hcDAF-12 act = activators of H. contortus DAF-12 nuclear receptor; HEK293 hcDAF-12 lit1-tk-luc reporter, luminescence; 0% DMSO, 100% Δ7-dafachronic acid; activation, % at 6.8 µM; 370,000 compounds, 1.4% hits; AID 652067;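 active means activation above the mean of all tested compounds plus 3 SD, cut at about 5.5% in these data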;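 further: 100% = response to 3 µM Δ7-dafachronic acid high control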
MBD2 inh = inhibitors of human MBD2 binding to methylated oligonucleotide; 370,000 compounds, 0.31% hits; TR-FRET; inhibition, % at 4.4 µM; in the data active means inhibition above about 13%
Target sequence (Q9UBB5 whole entry, looked up): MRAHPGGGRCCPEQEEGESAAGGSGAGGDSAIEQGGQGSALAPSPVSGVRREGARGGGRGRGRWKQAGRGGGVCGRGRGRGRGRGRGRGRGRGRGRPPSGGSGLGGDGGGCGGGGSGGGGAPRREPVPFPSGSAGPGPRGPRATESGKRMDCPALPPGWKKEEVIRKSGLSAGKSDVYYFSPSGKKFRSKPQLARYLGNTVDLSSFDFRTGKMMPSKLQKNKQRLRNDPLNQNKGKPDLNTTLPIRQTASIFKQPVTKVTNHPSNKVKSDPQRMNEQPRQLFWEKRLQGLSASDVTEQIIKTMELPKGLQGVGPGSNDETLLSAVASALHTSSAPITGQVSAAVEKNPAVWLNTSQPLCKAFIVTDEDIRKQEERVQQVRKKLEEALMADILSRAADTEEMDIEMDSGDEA
NR1D1 modulator = modulators of human Rev-erb alpha DNA binding | Rev-erbα–FITC-DNA binding, fluorescence polarization, 90 min | activity, % at 10 µM | 370,000 compounds, 0.79% hits;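 active means activity above about 14%, limit read from the data; passing the limit was not always enough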;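 further: 0% = DMSO wells with 35 nM protein and 100% = DMSO wells with 750 nM protein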
hgDAF-12 ag = activates the H. glycines DAF-12 receptor ligand-binding domain | AID 687014 | HEK293 GAL4-hgDAF12 UAS-luciferase reporter, agonist luminescence; normalized to butyrate control | activation, % at 6.8 µM | 370,000 compounds, 1.8% hits;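 active means activation above a cutoff set at the mean of all screened compounds plus 3 SD, cut at about 10% in these data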;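 further: 0% = DMSO wells and 100% = sodium butyrate wells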
ssDAF-12 act = activators of S. stercoralis DAF-12 nuclear receptor. HEK293 ssDAF-12/GRIP1 lit1-tk-luc reporter, luminescence; % of 3 µM dafachronic acid response. activation, % at 6.8 µM. 370,000 compounds, 1% hits;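 active means activation above the mean over all tested compounds plus 3 SD, cut at about 0.9% in these data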;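 further: 0% = DMSO-only wells and 100% = 3 µM delta7-dafachronic acid wells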
PLC-beta3 inh = PLC-beta3 (human) inhibition, primary screen | Q01970 | AID 720704 | 370,000 compounds, 0.18% hits | Purified PLC-beta3, fluorogenic substrate, fluorescence | inhibition, % at 12.2 µM; in the data active means inhibition above about 11%;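 further: 0% = median of compound wells on plate and 100% = full blocker control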
Numbers without * were called inactive; · = no result given.

SMILES | SMARCA2 act | DAX1 inh-1 | DAX1 inh-2 | ADAM17 inh | PLCg1 inh | hcDAF-12 act | MBD2 inh | NR1D1 modulator | hgDAF-12 ag | ssDAF-12 act | PLC-beta3 inh
Cc1cc(NC(=O)c2ccc(F)c(S(=O)(=O)N3CCCCC3)c2)no1 | -3 | -0.6 | 0.3 | -5 | 2 | -1.4 | 9 | -12 | 1.1 | -1.7 | -14
COc1ccc(S(=O)(=O)N2CCC3(CC2)OCCN3S(=O)(=O)c2ccc(C)cc2)cc1OC | -1 | 1.4 | 0.7 | -2 | 2 | -0.2 | -1 | -6 | -2.5 | -0.4 | 3
O=C1CCc2cc(S(=O)(=O)N3CCC(C(=O)Nc4nccs4)CC3)ccc2N1 | -1 | -0.8 | -0.6 | 1 | -2 | -0.1 | 2 | 12 | 1.9 | -1.2 | -3
Cc1ccccc1-c1noc(-c2ccc(O)cc2)n1 | -1 | 3.5 | 1.3 | 13* | 7 | 6.9* | -2 | · | 18* | 0.9 | 0
COc1ccccc1C(=O)NCCN1CCN(C(=O)c2ccccc2OC)CC1 | -7 | -0.3 | -0.3 | -6 | 1 | -0.8 | -2 | 0 | 0.1 | -0.3 | -2
CC(C)/C=N/NC(=O)c1cc(Br)ccc1O | 0 | -0.3 | -0.4 | -15 | -33 | 0.8 | 4 | -5 | -0.6 | -0.6 | -45
CCOC(=O)c1ccccc1NC(=O)Cc1ccccc1OC | -3 | -1.0 | 0.1 | -5 | 1 | -1.2 | 2 | 1 | -1.4 | -1.4 | -6
CCOc1ncccc1C(=O)OCC(=O)Nc1c(C)cc(C)cc1C | 2 | -0.4 | 0.1 | 1 | 6 | -1.1 | -3 | -1 | -1.3 | -0.5 | -1
CC1CCCC(NC(=O)CN(C)S(=O)(=O)c2cccc3cccnc23)C1C (stereo not given) | 0 | -0.5 | -0.6 | -2 | -1 | 1.8 | 1 | 2 | -0.2 | -1.0 | 2
CCCCn1c(NCc2ccc(N(C)C)cc2)nc2ccccc21 | 0 | -0.4 | -2.4 | -3 | -2 | -0.6 | -6 | -2 | 3.1 | -1.1 | -6
Cc1cc(NC(=O)CSc2nc3c(C)cccc3cc2C)no1 | 0 | 0.1 | -1.4 | -3 | -1 | -0.8 | 0 | 6 | -0.5 | -1.1 | -2
COc1ccc(S(=O)(=O)N2CCC(C(=O)NCCC(=O)NCc3cccc(OC)c3)CC2)cc1 | 0 | -0.6 | 0.4 | 0 | 0 | -2.9 | 1 | 3 | 0.4 | -0.5 | -2
N=c1c2c3c(sc2ncn1CCN1CCOCC1)CCCCC3 | -1 | 0.2 | 0.7 | -6 | -4 | -0.1 | 2 | -3 | -0.1 | -0.9 | -4
Cc1cccn2c(=O)c3cc(C(=O)NC4CCCCC4C)n(C)c3nc12 (stereo not given) | -1 | 0.2 | -0.1 | -65 | -200 | 1.6 | 0 | -2 | -2.0 | -0.2 | -299
C=CCn1c(CCC)nc2ccccc21 | 2 | 0.2 | -0.4 | -4 | 1 | -0.6 | 0 | 8 | 2.9 | -2.1 | -2
COC(=O)c1c(NC(=O)C2COc3ccccc3O2)sc2c1CCN(C(C)=O)C2 (stereo not given) | -2 | -2.2 | -0.8 | 3 | 3 | -0.8 | -2 | 1 | -5.5 | -0.8 | 3
CC(C)OC(=O)CSc1nnc(Cc2ccccc2)n1C | -3 | -0.2 | 2.0 | -4 | 3 | 0.0 | 4 | 0 | 0.2 | -0.9 | 2
COc1ccc(OC)c(NC(=O)CN(Cc2ccc(F)cc2)C2CCCCC2)c1 | -4 | 0.0 | -1.2 | 2 | 1 | -3.0 | -1 | -3 | -1.1 | -1.3 | -9
CCCc1ccc(S(=O)(=O)N2CCN(Cc3ccco3)CC2)cc1 | -2 | 0.3 | -0.6 | -3 | -4 | -0.9 | 2 | -2 | -0.8 | -0.9 | -6
NC(=O)Nc1ccccc1C(=O)Nc1ccc2ccccc2c1 | 0 | -0.7 | 0.1 | -7 | -6 | 0.8 | -1 | 2 | -0.3 | 0.1 | -14
COc1ccc2c(c1)C(=O)c1ccccc1CO2 | 1 | 1.1 | 1.1 | -1 | -25 | 1.3 | -2 | 7 | 5.5 | -0.1 | -31
Cc1ccc(OCc2nnc(NC(=O)c3ccco3)s2)cc1 | 0 | -0.1 | 0.7 | -1 | -3 | -1.9 | 6 | 0 | -0.1 | -1.2 | -3
CCOC(=O)c1ccc(NC(=O)NCc2ccccc2OC)cc1 | -3 | 0.6 | 0.5 | -3 | 1 | -2.2 | -3 | -4 | -0.1 | -1.5 | -5
Cc1noc(NS(=O)(=O)c2ccc(NC(=O)/C=C/c3ccccc3)cc2)c1C | -2 | -0.8 | 1.1 | -1 | 4 | -1.7 | 4 | 0 | 0.5 | -0.9 | -8
CCOc1cc(C(=O)N2CCN(c3ccccc3)CC2)cc(OCC)c1OCC | 1 | -0.5 | -0.3 | -5 | -2 | -1.6 | 2 | 0 | -0.7 | -1.4 | 0

Limited to hcDAF-12 act, for some of the entries so far:
Compound | hcDAF-12 act
NC(=O)Nc1ccccc1C(=O)Nc1ccc2ccccc2c1 | 0.8
COc1ccc2c(c1)C(=O)c1ccccc1CO2 | 1.3

Going on with the list.
SMILES | SMARCA2 act | DAX1 inh-1 | DAX1 inh-2 | ADAM17 inh | PLCg1 inh | hcDAF-12 act | MBD2 inh | NR1D1 modulator | hgDAF-12 ag | ssDAF-12 act | PLC-beta3 inh
CCn1c(=O)cc(SCC(=O)Nc2ccc(C)cn2)c2ccccc21 | 9.2* | -0.6 | 1.8 | -2 | 0 | 1.0 | 4 | -3 | 6.9 | -1.0 | 2
CCOc1ccc(-c2nc(CSc3nnc(C)s3)cs2)cc1OC | 3 | 0.6 | 0.7 | -6 | -3 | -2.2 | -5 | -1 | 2.5 | -1.3 | -3
O=C(CCCNS(=O)(=O)c1ccc(F)cc1)Nc1ccc(F)cc1 | -4 | -0.1 | 0.7 | -2 | -1 | -1.6 | -1 | 3 | 3.1 | -0.3 | -5
Cc1cccc(/C(N)=N/OC(=O)CCCc2ccccc2)c1 | 1 | 0.9 | 0.0 | -4 | 2 | -1.7 | 1 | 1 | 3.4 | -0.3 | -7
Cc1cccc(CSc2ccc(S(=O)(=O)N3CCCC3)cn2)c1 | -1 | -1.7 | -0.6 | 1 | 1 | -0.9 | 6 | 5 | -1.4 | -1.3 | -5
Nc1nnc(-c2ccccc2[N+](=O)[O-])o1 | 3 | 0.5 | 1.5 | -4 | 0 | -1.5 | 0 | 5 | -0.7 | -0.8 | 0
Clc1ccc(-n2nnc(-c3nccs3)n2)cc1Cl | 6 | 1.5 | 1.2 | 5 | 9 | 3.7 | -3 | 5 | 6.8 | -0.1 | 6
CCCCn1nc2cc(C(=O)NCc3ccc(C(F)(F)F)cc3C(F)(F)F)ccc2c1OCC | 0 | -0.1 | 1.6 | -16 | -36 | -0.4 | 4 | -4 | -1.7 | -0.6 | -50
Cc1c2ccccc2nc2c(F)c(NC(C)C)c(F)c(F)c12 | 1 | 1.4 | 1.3 | -15 | -129 | 4.6 | -6 | -5 | 9.2 | 0.5 | -143
Cc1nc(CC(=O)N2CCN(S(=O)(=O)c3ccccc3C#N)CC2)cs1 | -6 | 0.1 | 0.8 | -9 | -2 | -0.5 | 3 | -2 | -1.2 | -1.0 | -2
Cc1ccc(OCCC(=O)OC(C)C(=O)NC2CC2)cc1 (stereo not given) | -3 | 0.8 | -0.1 | -6 | 2 | -1.1 | 1 | 2 | -0.8 | -1.6 | -6
Cc1ccc(N(Cc2ccc([N+](=O)[O-])cc2)C(=O)c2ccco2)cc1 | -3 | -0.7 | -0.5 | -5 | 2 | -0.6 | 0 | · | -4.0 | -1.2 | -2
CSCC(=O)Nc1nc(-c2ccc3c(c2)OCCO3)cs1 | 5 | 3.5 | 3.6 | 3 | 0 | 2.1 | 0 | -2 | 17* | 0.1 | 5
O=S(=O)(Nc1cccc2c1ccc1cccn12)c1cccs1 | -1 | -0.3 | -1.0 | -3 | -50 | -2.1 | 1 | -7 | -3.9 | -1.3 | -68
CN(Cc1ccccc1)c1nc(CN2CCOCC2)nc2scc(-c3ccccc3)c12 | 2 | -0.2 | -0.3 | 4 | -3 | -2.9 | -1 | -1 | -1.9 | -1.7 | -6
CC(C)(C)CN1CCC(Oc2cccc(C(=O)NCCCOc3cccnc3)c2)CC1 | -1 | 0.1 | 0.5 | -1 | 0 | -1.7 | 8 | -5 | -1.7 | -0.9 | -10
CCN(CC(=O)Nc1ccc(NC(C)=O)cc1)C(=O)Cc1ccccc1F | -2 | 0.5 | -0.1 | -1 | 0 | 1.2 | -3 | 8 | 2.2 | -1.5 | -4
Cc1cccc(N2CCN(C(=O)CS(=O)(=O)Cc3nc(-c4ccccc4F)oc3C)CC2C)c1 (stereo not given) | -4 | -0.8 | -1.1 | 5 | 2 | 1.2 | -6 | -3 | -0.8 | -2.0 | 2
CCN1C(=O)C(=O)N(CC(=O)Nc2cccc(C(F)(F)F)c2)C1=O | 2 | -0.3 | -0.1 | -5 | -1 | 1.2 | 1 | 7 | -3.3 | -1.5 | 4
CN=C(NC(=O)Nc1c(C)cccc1C)NC(=O)Nc1c(C)cccc1C | -3 | 0.1 | -0.6 | 1 | 0 | -0.8 | 1 | 7 | 3.4 | -0.8 | 4
CCc1nnc(NC(=O)C23CC4CC(CC(C4)C2)C3)s1 | 3 | 0.3 | 0.3 | 0 | 3 | 0.3 | 2 | -3 | 5.9 | -1.5 | 0
CC(=O)Nc1ccc(-c2ccnc3c2CC(C(=O)Nc2cccc(OC(F)(F)F)c2)O3)cc1 (stereo not given) | -3 | -1.6 | · | 2 | -1 | -1.9 | 1 | 2 | 0.6 | -1.9 | -2
COc1ccccc1-c1ccc(SCC(=O)NC2CCCC2)nn1 | -4 | -0.8 | 0.1 | 4 | -3 | -1.9 | -3 | -3 | -1.2 | -1.8 | 0
CCCCC(=O)Nc1cccc(-c2cn3ccsc3n2)c1 | 3 | 1.0 | -0.6 | -4 | -3 | -0.9 | -2 | -5 | 3.7 | -1.1 | -1
Cn1cccc1/C=C1\SC(=O)N(CC(=O)Nc2ccc(Cl)cc2)C1=O | -2 | -0.6 | 1.0 | 1 | 1 | -0.9 | 0 | 2 | -0.1 | -0.1 | 0
COc1ccc(OC)c(NC(=O)CSc2nc3cccnc3n2C)c1 | -3 | -1.0 | -0.4 | -3 | 3 | -1.6 | 0 | -4 | -4.1 | -0.9 | 6
COc1ccc2c(c1OC)C(=O)N1C2SC[C@H]1C(=O)NC1CCCC1 (stereo not given in full) | -2 | 0.6 | -0.4 | -22 | -115 | -1.3 | -2 | -9 | 0.0 | -1.2 | -194
COc1ccccc1C(=O)NC(=S)N1CCc2ccccc21 | -1 | -0.8 | -0.7 | 1 | 1 | 1.8 | 1 | -4 | 0.5 | -0.7 | -3
CC(c1ccccc1)C1C(C#N)=C(N)OC2=C1C(=O)CC(C)(C)C2 (stereo not given) | -3 | -1.4 | -0.7 | 0 | -2 | -1.8 | -3 | -1 | -1.7 | -1.2 | -1
COc1ccc2c(c1)C(C)CC(C)(C)N2C(=O)CSc1nc2ccccc2s1 (stereo not given) | -1 | -1.1 | -1.0 | 0 | 1 | -0.6 | 1 | -4 | -0.4 | -1.2 | -2
